IMP-1 inhibitor: IMP-1 metallo-beta-lactamase inhibitors, primary screen, biochemical, epi-absorbance readout, Pseudomonas aeruginosa enzyme; 290,000 tested, 0.45% active; purified IMP-1, nitrocefin hydrolysis, epi-absorbance fluorescence; metallo-beta-lactamase IMP-1 (Pseudomonas aeruginosa); AID 1556, 2009; inhibition, % at 5.6 µM;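 active = inhibition above the mean plus 3 SD of all compounds in the same screening run, cut at about 4.5% in these data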;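 note: 0% = IMP-1 with DMSO and 100% = DMSO wells lacking enzyme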
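System: Purified IMP-1 | Read-out basis: Percent enzyme inhibition | Controls: IMP-1 with DMSO as 0%, enzyme-free DMSO as 100% | Replicates: One well per compound | Doses: 5.6 µM nominal single concentration | Detection: Epi-absorbance fluorescence, 480 nm excitation, 530 nm emission | Incubation: 25 °C, 15 min preincubation, 25 min reaction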
IDE inh: human IDE inhibitors in live cells, primary screen, fluorescence polarization, HEK cells, FAbetaB substrate | Insulin-degrading enzyme (Homo sapiens), P14735 | inhibition, % at 5.59 µM | 320,000 tested, 0.41% active | FAbetaB cleavage;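 active = percent inhibition above the average of all tested compounds plus 3 SD, set per screening campaign, cut at about 16% in these data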;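 note: IDE supplied by intact live HEK cells; FP after avidin binding of uncleaved biotin substrate so inhibition keeps polarization high; 0% = DMSO wells and 100% = 60 µM reference IDE inhibitor Ii1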
UBC9 SUMO inh: inhibitors of in vitro SUMOylation cascade, primary screen, biochemical, HTRF, uHTS; SUMO-conjugating enzyme UBC9 (Homo sapiens), P63279; HTRF SUMOylation assay, SAE1/SAE2 + UBC9; inhibition, % at 35 µM; 290,000 tested, 0.36% active; in the data active = inhibition above about 50%, passing the limit was not always enough; note: strong numbers were not always called active
Target sequence (P63279 whole entry, looked up): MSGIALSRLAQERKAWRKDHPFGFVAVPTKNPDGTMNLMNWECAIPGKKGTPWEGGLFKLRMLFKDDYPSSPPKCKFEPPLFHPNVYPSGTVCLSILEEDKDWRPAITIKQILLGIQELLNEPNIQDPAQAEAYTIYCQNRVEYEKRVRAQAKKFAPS
IDE cell activ: human IDE activators in live cells, primary screen, fluorescence polarization, HEK cells, FAbeta-B substrate. AID 493087, 2011. FAbeta-B cleavage; 0% vehicle, 100% cell-free pure enzyme wells. activation, % at 5.96 µM. 340,000 tested, 0.073% active;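 active = activation above the mean of all tested compounds plus 3 SD, set per screening campaign, cut at about 17% in these data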
pCIP destab: p/CIP-EGFP fusion destabilizers, primary screen, fluorescence, F442A cells. decrease of EGFP signal, % at 10 µM. 290,000 tested, 0.01% active. AID 1984, 2009. 16 h. Q05BA5;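 active = EGFP signal decrease of at least 30% at 10 µM or well 3 SD below plate mean, unless failing retest; inactive = the rest, including hits failing retest or dose response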; note: some compounds called inactive have numbers as strong as hits; many of its hits are not listed in these tables
HCV NS3 hel inh: inhibitors of HCV NS3 helicase, primary screen, biochemical, Cy5 molecular beacon fluorescence; Hepatitis C virus NS3 helicase; NS3 helicase DNA unwinding; inhibition, % at 10.9 µM; 290,000 tested, 0.56% active;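 active = inhibition above the mean of all tested compounds plus 3 SD, set per campaign, cut at about 35% in these data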;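 note: 0% = DMSO wells and 100% = thioflavine S control wells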
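Compound dosing – single dose, 10.9 µM nominal final, DMSO 0.8% final · System – NS3 helicase fragment of HCV · Buffer or medium – MOPS pH 6.5, MgCl2, DTT, Tween20, BSA · Signal – Cy5 beacon fluorescence read at start and 1 h · Also added – annealed dual-labelled DNA beacon duplex, ATP-started · Schedule – 1 h at 25 °C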
GalR3 antagonist: GalR3 antagonists in HEK293 cells, primary screen, cell-based, fluorescence readout; Galanin receptor type 3 (Homo sapiens), O60755; HEK293 GalR3-CNG cAMP membrane potential fluorescence; galR3 body fused to GalR1 C-terminus; inhibition, % at 3 µM; 360,000 tested, 0.44% active;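 active = inhibition above the screen-wide average plus 3 SD, cut at about 13% in these data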;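 note: forskolin and galanin both at EC90 stimulate the cells; cAMP rise reported by CNG channel membrane potential dye signal; 0% = forskolin plus galanin with DMSO and 100% = forskolin alone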
Target sequence (O60755 1-299 limits assumed): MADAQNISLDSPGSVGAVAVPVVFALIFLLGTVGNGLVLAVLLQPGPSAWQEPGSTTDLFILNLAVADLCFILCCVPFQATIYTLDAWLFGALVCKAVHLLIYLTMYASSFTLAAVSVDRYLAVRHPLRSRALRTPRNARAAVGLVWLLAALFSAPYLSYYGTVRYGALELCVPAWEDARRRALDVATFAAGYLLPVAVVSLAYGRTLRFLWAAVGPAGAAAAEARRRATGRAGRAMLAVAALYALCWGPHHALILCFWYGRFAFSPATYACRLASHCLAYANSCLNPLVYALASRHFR
VIM-2 inh: VIM-2 metallo-beta-lactamase inhibitors, primary screen, biochemical, epi-absorbance readout, Pseudomonas aeruginosa enzyme; purified VIM-2, nitrocefin hydrolysis, epi-absorbance fluorescence; 290,000 tested, 0.89% active; inhibition, % at 5.6 µM;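 active = inhibition above the mean of all tested compounds plus 3 SD, cutoff set per screening run, cut at about 7.5% in these data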;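 note: red hydrolysis product quenches plate fluorescence so inhibitors raise well fluorescence; 0% = enzyme with DMSO and 100% = DMSO without enzyme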
CRFBP-R2 block: antagonists of CRF-BP/CRF-R2 complex, primary screen, cell-based, HEK293, calcium dye fluorescence, uHTS; CRF-induced calcium fluorescence; inhibition, % at 11.8 µM; 350,000 tested, 0.59% active;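 active = inhibition of the ligand-induced calcium signal above about 50% at the single tested concentration, limit read from the data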
* hit, by the source's call; / = no result given. No enrichment for hits; 3.2% or so of the library scored in one or more.

SMILES | IMP-1 inhibitor | IDE inh | UBC9 SUMO inh | IDE cell activ | pCIP destab | HCV NS3 hel inh | GalR3 antagonist | VIM-2 inh | CRFBP-R2 block
COc1ccc2c(c1OC)C(=O)N1C2SC(C)(C)[C@H]1C(=O)NCC(C)C (stereo partly specified) | -3.9 | 5 | 13 | 1 | 2 | -3 | -8 | -3.8 | 13
CC1(C)Cc2c(cnn2-c2ccccc2)C(NC(=O)CCN2CCCC2=O)C1 (stereo unspecified) | -0.9 | -1 | -8 | 6 | -6 | -5 | 1 | -0.4 | 6
CCCN1CCN(CCCNC(=O)Cn2nc(C)n3c(cc4cc(F)ccc43)c2=O)CC1 | -1.4 | 1 | 4 | 2 | 5 | -1 | 1 | 0.0 | 5
CCOc1ccccc1NC(=O)Cn1nnc(C(=O)Nc2ccc(C)cc2)c1N | -0.9 | 13 | -2 | -5 | 4 | -10 | 2 | -0.8 | -25
COc1ccc(C(C(=O)NC2CCCCC2)N(C(=O)c2ccco2)c2ccc(-n3cnnn3)c(C)c2)cc1 (stereo unspecified) | -1.9 | 2 | / | -1 | / | -1 | -5 | -2.8 | -50
Cc1ccc(S(=O)(=O)NCc2cccnc2)cc1 | -1.9 | 4 | 9 | 9 | -7 | -1 | -5 | -2.0 | 43
CC(C)c1[nH]c(=O)c(C#N)c2c1CSC(C)(C)C2 | -2.2 | -3 | 2 | 1 | -5 | 6 | 7 | -2.7 | 2
COc1ccc(/C=C/c2c(-c3ccc(OC)cc3)oc(=O)c3cc(OC)c(OC)cc23)cc1 | / | -4 | / | -2 | / | / | -6 | / | 22
COC(=O)[C@]1(Cc2ccccc2)N[C@H](CN(C)C(C)=O)[C@@H]2C(=O)N(Cc3ccccc3)C(=O)[C@@H]21 | / | 0 | / | 1 | / | / | -2 | / | -6
O=C(OCc1nc2ccc(Cl)cc2n1CCO)c1ccc2c(c1)OCO2 | -3.3 | 6 | -3 | 4 | -4 | -4 | 0 | -3.5 | -9
O=[N+]([O-])c1cccc(NC(=S)Nc2nc(-c3ccc(Cl)cc3Cl)cs2)c1 | -3.4 | 3 | -10 | / | -14 | 19 | -3 | -6.8 | /
CN1N=C(C(=O)N2CCc3c([nH]c4ccccc34)C2c2c(F)cccc2Cl)CCC1=O (stereo unspecified) | -2.9 | 2 | 7 | 4 | 3 | 3 | -5 | 2.3 | -33
Cc1cc2c(cc1C)N(C(=O)CN1C(=O)c3ccccc3C1=O)C(C)(C)c1ssc(=S)c1-2 | -2.9 | -2 | 5 | -6 | -7 | -5 | 11 | -0.4 | 2
Cn1c(=O)oc2cc(S(=O)(=O)NC3CCCCC3)ccc21 | -4.4 | 5 | 1 | 3 | -11 | -3 | -7 | -2.3 | 1
N/C(=N\OC(=O)c1ccco1)c1cccc([N+](=O)[O-])c1 | -2.2 | -3 | 14 | 1 | -11 | 9 | -1 | -0.9 | -12
O=C(NCc1ccc(F)cc1)c1cnccn1 | -5.9 | 2 | 8 | 0 | 0 | -1 | -7 | -1.4 | -4
Cc1cccc(NC(=O)c2ccc(S(=O)(=O)N3CCCCC3)cc2)n1 | / | 1 | -17 | 2 | 0 | / | -1 | / | 6
CCC(Sc1ccccc1C(=O)O)C(=O)O (stereo unspecified) | -2.1 | 1 | 1 | 6 | -3 | -3 | -3 | -0.8 | 6
CCN(C(=O)CSc1nnc(NC2CCCCC2)s1)C1CCS(=O)(=O)C1 (stereo unspecified) | -4.6 | -2 | -4 | 10 | 0 | -5 | -7 | 1.0 | 10
COc1ccc(C(=O)N2CCNC(=O)C2)cc1S(=O)(=O)Nc1ccc(Br)cc1 | / | 5 | / | 2 | / | / | -7 | / | 8
Cc1c(NC(=O)/C(C#N)=C/c2ccc(-c3cc(Cl)ccc3Cl)o2)c(=O)n(-c2ccccc2)n1C | -3.6 | -9 | 3 | 0 | -4 | -8 | -11 | -3.6 | 18
Cc1ccc(C(=O)NCC(=O)OCc2cccc(Br)c2)cc1 | / | -5 | / | 3 | / | / | -5 | / | 2
CCN(C(=O)CSc1nc2ccccc2o1)c1c(N)n(Cc2ccccc2)c(=O)[nH]c1=O | / | -4 | / | 3 | / | / | -2 | / | -7
Cc1ccc(OCCOC(=O)CCc2nc3ccccc3c(=O)[nH]2)cc1 | -0.9 | 4 | 4 | 3 | -8 | 4 | 0 | -1.0 | 4
COc1ccc(CNC(=O)C2CCCN(S(=O)(=O)c3ccc(Br)s3)C2)cc1 (stereo unspecified) | -1.5 | 1 | -5 | 4 | -4 | -18 | -8 | -1.6 | -3
Cn1c(CN2CCCC2)nc2cc(NC(=O)COc3ccc([N+](=O)[O-])cc3)ccc21 | -1.0 | 4 | 15 | -8 | -9 | 3 | -2 | 1.4 | 31
COc1ccc(-c2nnc(NC(=O)c3c(OC)cccc3OC)s2)cc1 | 1.3 | 1 | 15 | 0 | -4 | -10 | -9 | -0.1 | 6
Cc1cc(C)cc(NC(=O)CSc2nncn2-c2ccccn2)c1 | -2.2 | 0 | 19 | 7 | -2 | -9 | -1 | 1.0 | 8
O=C(CN1C(=O)/C(=C\c2ccc(F)cc2)Oc2ccccc21)N1CCN(c2ccccn2)CC1 | -1.1 | -2 | 16 | -1 | 9 | -2 | -1 | -1.1 | 0
Cc1nc(SCC(=O)N2CCN(C(=O)c3ccco3)CC2)c2c(C)c(C)sc2n1 | -4.1 | 10 | 1 | -6 | 9 | 0 | 2 | 1.8 | 7
O=C1NCCCC1C(=O)N/N=C/c1cccc(Cl)c1 (stereo unspecified) | 0.2 | -2 | -2 | 1 | -2 | 10 | -4 | 0.6 | 0
CCN(CC)C(=O)Cn1cnc([N+](=O)[O-])n1 | -2.3 | -2 | 25 | -2 | -15 | -1 | -9 | -4.1 | 2
CCc1ccc(C(C)NC(=O)c2ncn[nH]2)cc1 (stereo unspecified) | -3.1 | 5 | -8 | 1 | -13 | -1 | -4 | -3.6 | 4
O=C(C[n+]1ccccc1)N1c2ccccc2Sc2ccccc21 | -2.3 | -2 | -6 | 3 | 7 | -2 | -7 | -2.7 | 4
Cc1ccc(-c2noc(CN(C(=O)CCN3C(=O)c4ccccc4C3=O)C(C)C)n2)cc1 | -3.0 | 2 | 6 | 5 | -6 | 0 | -2 | -0.6 | 6
O=C(CSc1ccc(-c2cccs2)nn1)Nc1ccccc1F | -1.0 | 3 | -3 | -5 | 4 | -6 | -4 | -2.3 | 14
Cc1ccc(C(=O)ON=C2CCN(c3ccc([N+](=O)[O-])cc3)CC2)cc1 | -4.7 | 6 | 3 | 3 | 0 | -9 | -4 | -4.7 | 33
CC(=O)N1CCc2c(sc(NC(=O)c3ccc4c(c3)OCCO4)c2C#N)C1 | -2.3 | -1 | 7 | 3 | 0 | 2 | 5 | 0.2 | -10
CCCC(=O)NC(c1ccc(OC)c(OC)c1)c1cc(Cl)c2cccnc2c1O (stereo unspecified) | -3.0 | 4 | -11 | 0 | -13 | 13 | -3 | -3.1 | -20
O=C(CC1C(=O)NCCN1Cc1cccc(Oc2ccccc2)c1)NCC1CCOCC1 (stereo unspecified) | -3.2 | 2 | -3 | -3 | 3 | -3 | -3 | -1.4 | -8
CC1=C/C(=N\NC(=S)NCCc2ccccc2)CC(C)(C)C1 | -0.8 | -3 | -34 | 6 | -3 | -11 | -4 | -1.6 | 5
CCCCCC(=O)Nc1cccc(C2=NOC3(C2)C[C@H](C(N)=O)N(C(=O)c2ccccc2C(=O)c2ccccc2)C3)c1 (stereo partly specified) | / | 5 | -8 | 3 | -11 | / | -9 | / | -7
C/C=C/c1ccc(OCC(=O)OCC(=O)NC2CC2)c(OC)c1 | -3.1 | / | 10 | 1 | -5 | 5 | 0 | -2.1 | 14
Cc1ccc(NC(=S)Nc2cc(-c3ccccc3)[nH]n2)cc1Cl | -0.2 | 4 | -5 | -9 | 7 | -3 | -6 | -2.4 | -5
COc1cc(NC(=O)Cn2cnc(S(=O)(=O)N3CCc4ccccc43)c2)cc(OC)c1OC | -0.6 | 6 | 0 | -1 | 6 | -21 | 2 | -4.5 | -6
COCCn1c(SCC(=O)N2CCC(C)CC2)nc2ccccc2c1=O | -3.1 | -2 | 3 | 5 | -10 | 8 | -7 | -2.4 | 10
COC(=O)c1cccc(N(CC(=O)NC2CCCCC2)C(=O)CNC(=O)c2cccs2)c1 | -2.5 | -7 | 2 | 0 | 4 | 0 | -7 | -2.1 | -5
COc1cc(CN2CCN(Cc3ccco3)CC2)cc(OC)c1 | 0.6 | -2 | -3 | 3 | 4 | -12 | -11 | -1.7 | 11
Cc1ccc2c(c1)N(CC(=O)N1CCN(C3CCCCC3)CC1)C(=O)CO2 | -1.8 | -6 | 13 | -3 | -30 | 3 | -5 | 0.2 | 0
NC(=O)C[C@H](NC(=O)c1ccc(Cl)cc1)C(=O)OCc1ccccc1 | / | 1 | / | 3 | / | / | -1 | / | -5
CCOc1ccc(NC(=O)COC(=O)c2n[nH]c3ccccc23)cc1 | / | 1 | / | -4 | / | / | -7 | / | -2
O=C(O)c1cccc(CSc2n[nH]c(-c3ccc(Cl)cc3Cl)n2)c1 | -4.6 | -8 | 31 | 1 | -8 | 15 | -3 | -1.7 | 3
COc1ccc(Nc2nc(N)nc(CN3CCN(c4ccc(F)cc4)CC3)n2)cc1 | -4.3 | 4 | 0 | 4 | 0 | 2 | -5 | -4.7 | -10
Cn1cc([N+](=O)[O-])c(C(=O)n2cccn2)n1 | -4.6 | 1 | -17 | 6 | -13 | -16 | 0 | -3.2 | 3
Cc1cc(C(=O)CSc2ncnc3ccccc23)c(C)n1C1CC1 | / | -2 | / | -3 | / | / | -7 | / | -11
S=c1[nH]ccn1CCc1ccccc1 | -2.9 | 2 | 2 | -1 | -12 | -6 | -10 | -4.0 | 20
CCOC(=O)C1=C(c2ccccc2)NC(=O)NC1c1cc(OCC)c(O)c([N+](=O)[O-])c1 (stereo unspecified) | -0.6 | / | -8 | 3 | -3 | 24 | -10 | -1.0 | -1
